High-throughput results deposited in PubChem BioAssay by several laboratories.
NOD2 inhibition = NOD2 signaling inhibitors, cell-based, luminescence, uHTS, HEK293 (AID 1566); HEK293 NOD2/NF-kB luciferase reporter, luminescence; higher % means a stronger effect; inhibition, % at 4 µM, or EC50 in µM where a hit was titrated; hit rate 0.63% among 290,000; further: many of its hits are not listed in these tables
GPR55 activation = GPR55 agonists via beta-arrestin recruitment, primary screen, imaging, U2OS cells, beta-arrestin-GFP redistribution (AID 1961); G-protein coupled receptor 55 (Homo sapiens); hit rate 0.048% among 290,000; U2OS GPR55 beta-arrestin-GFP redistribution imaging; higher % means a stronger effect; one-dose activation, % at 10 µM; EC50 in µM for titrated hits;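 active means activation above 40% with more than 50 cells counted in the well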;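 further: U2OS osteosarcoma cells stably expressing GPR55 and beta-arrestin-GFP; plate controls were DMSO negative control for no effect and LPI positive control for full effect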
NOD1 inhibition = NOD1 signaling inhibitors, primary screen, cell-based, luminescence, uHTS (AID 1578); NOD1-driven NF-kB luciferase reporter cells, luminescence; higher % means a stronger effect; inhibition, % at 4 µM; hits with a dose series show EC50 in µM; hit rate 1% among 290,000; in the data active means inhibition mostly above about 36%, no sharp cut-off; inactive means mostly below about 34%;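 further: HEK-293T reporter cells stimulated with the NOD1 agonist gamma-tri-DAP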
P. falciparum M17LAP = P. falciparum M17LAP inhibitors, primary screen, biochemical, fluorogenic H-Leu-NHMec substrate, 1536-well (AID 1619). recombinant M17LAP, H-Leu-NHMec fluorogenic kinetic assay; higher % means a stronger effect. one-dose inhibition, % at 30 µM; IC50 in µM for titrated hits. hit rate 0.38% among 220,000. Leucine aminopeptidase (Plasmodium falciparum (isolate 3D7));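 active means compound inhibiting the enzyme by more than half at any dose during confirmatory dose-response retesting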;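 further: plate controls were full reaction with DMSO carrier for no effect and no enzyme background for full effect; strong numbers were not always called active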
AID2073 = inhibitors of Mint1-CaV2.2 protein interaction, biochemical, HTRF (AID 2073) | Voltage-dependent N-type calcium channel subunit alpha-1B (Homo sapiens) | HTRF protein-protein interaction, Mint1-CaV2.2; higher % means a stronger effect | one-dose inhibition, % at 20 µM; IC50 in µM for titrated hits | hit rate 0.19% among 290,000; in the data active means inhibition mostly above about 51%, no sharp cut-off; further: some results filed as inactive read as strong as hits
M1AAP inhibition = P. falciparum M1AAP inhibitors, biochemical, fluorogenic H-Leu-NHMec substrate, 1536-well (AID 1445); Aminopeptidase N (Plasmodium falciparum (isolate 3D7)); recombinant M1AAP, H-Leu-NHMec fluorogenic kinetic assay; higher % means a stronger effect; inhibition, % at 30 µM; hits with a dose series show IC50 in µM; hit rate 0.42% among 220,000;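 active means primary inhibition above the hit cutoff, then over 50% inhibition at one or more dose response concentrations, cut at about 23% in these data, passing the limit was not always enough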;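 further: plate controls were DMSO full reaction for no effect and no enzyme background for full effect; strong numbers were not always called active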
Dynein transport = inhibitors of GR-EGFP nuclear translocation, primary screen, dynein cargo transport inhibitor project, imaging, high-content, 3617.4 mouse cells; test concentration mostly 20 µM; stimulated with dexamethasone, 1 µM; stronger effect = lower value; z-score, hits read low; hit rate 0.47% among 220,000;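 active means plate z-score of nuclear minus cytoplasmic receptor signal below a set negative limit, without overly bright fluorescence or cell loss, cut at about -3.5 in these data, passing the limit was not always enough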;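 further: z-score of nuclear minus cytoplasmic ring GR-EGFP intensity difference per well; some compounds called inactive have numbers as strong as hits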
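medium = tetracycline-free induction medium containing charcoal-stripped FBS | also added = 1.0 µM final dexamethasone stimulus | schedule = 48 h induction, 1 h compound, 30 min dex at 37 °C | technique = fixed, Hoechst-stained cells imaged at 10x for EGFP | measure = GR-EGFP nuclear translocation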
KOR beta-arrestin-1 = KOR antagonists, beta-arrestin recruitment, cell-based, luminescence, uHTS (AID 1778) | KOR beta-arrestin recruitment, luminescence, antagonist mode; higher % means a stronger effect | Kappa-type opioid receptor (Homo sapiens) | hit rate 0.091% among 290,000 | inhibition, % at 10 µM; hits with a dose series show IC50 in µM; further: strong numbers were not always called active
KOR beta-arrestin-2 = KOR agonists, beta-arrestin recruitment, primary screen, cell-based, luminescence, uHTS (AID 1777) | Kappa-type opioid receptor (Homo sapiens) | hit rate 0.02% among 280,000 | KOR beta-arrestin recruitment, luminescence; higher % means a stronger effect | activation, % at 10 µM, or EC50 in µM where a hit was titrated; in the data active means activation above about 50%, passing the limit was not always enough; further: a part of the inactive calls stands beside numbers as strong as those of hits
Dynein transport cytoplasmic EGFP = further read-out of Dynein transport, marked with its call; z-score; measured here: cytoplasmic GR-EGFP intensity; stronger effect = higher value
Dynein transport nuclear GR-EGFP = second read-out of Dynein transport, no call of its own (marks repeat the call); z-score; measured here: nuclear GR-EGFP intensity;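 lower value marks the stronger effect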
Dynein transport cell count = second read-out of Dynein transport, no call of its own (marks repeat the call); z-score; measured here: cell count per field
* marks the source's active call; other numbers are inactive results; x = not tested or not shown; [ ] = remark or other dose. Unless noted, no stated cut-off is given here; in the data, active means inhibition above about 50%; inactive means the rest. The list is partial (hit frequency here may not be typical).

SMILES | NOD2 inhibition | GPR55 activation | NOD1 inhibition | P. falciparum M17LAP | AID2073 | M1AAP inhibition | Dynein transport | Dynein transport cytoplasmic EGFP | Dynein transport nuclear GR-EGFP | Dynein transport cell count | KOR beta-arrestin-1 | KOR beta-arrestin-2
CCc1ccc(CCC(=O)Nc2nnc(CC)s2)o1 | -2% | -0.1% | 7% | 2% | 1% | 3% | -0.28 | -0.19 | 0.065 | 0.37 | 34% | 3.0%
CCN1CCN(C(C(=O)NC2CCCCC2)c2ccc(Cl)cc2)CC1 (centres undefined) | -15% | -0.1% | 10% | -5% | 10% | 6% | 2.2 | -0.22 | 0.78 | -0.96 | -8% | -3.6%
O=C(CC(=O)Nc1ccccn1)Nc1ccccn1 | 6% | 0.3% | -11% | 0% | 4% | 2% | -0.32 | -0.17 | 0.26 | -0.34 | -5% | -0.2%
Cc1ccc(NC(=O)CSc2nc3ncc(Cl)cc3[nH]2)c(C)c1 | 17% | 1.3% | -7% | x | 12% | x | x | x | x | x | -30% | 0.9%
O=C(COc1ccc(Cl)cc1)Nc1ccc2oc(=O)ccc2c1 | -6% | 0.7% | -22% | x | 14% | x | x | x | x | x | -17% | 2.7%
CCOC(=O)NC(Nc1cc(C)on1)(C(F)(F)F)C(F)(F)F | -5% | -0.2% | -18% | -4% | 3% | -1% | -0.12 | -0.2 | 0.32 | -0.23 | -16% | 11%
c1ccc(Cn2nnnc2C(c2cccs2)N2CCSCC2)cc1 (centres undefined) | -3% | 0.6% | -22% | -3% | 9% | 1% | 0.95 | 0.06 | 1.3 | -0.36 | -17% | -0.8%
CN(C(=O)CSc1nncn1C)C1CCCN(Cc2ccccc2F)C1 (centres undefined) | -5% | -0.1% | -19% | x | 8% | x | x | x | x | x | 30% | -3.9%
COC(=O)c1ccc(NC(=O)Nc2ccc3c(c2)nc(C)n3C)cc1 | 0% | 0.2% | -55% | -3% | -6% | 2% | -0.017 | -0.19 | -0.13 | -0.27 | -4% | -3.8%
Cc1cc2nc(CSc3ccccc3)cc(=O)n2[nH]1 | 27% | 0.1% | 0% | 7% | 3% | 5% | -0.91 | -0.33 | -0.23 | 0.61 | -29% | -0.3%
CCOc1ccccc1NC(=O)c1cccc(NC(=O)C2CCCC2)c1 | 17% | -0.2% | 10% | x | 20% | x | x | x | x | x | -25% | 5.3%
C=CCC1(CC=C)CCCN1C(=O)CC1C(=O)NCCN1Cc1cccc(OC)c1OC (centres undefined) | 13% | -0.1% | -22% | x | 12% | x | 0.88 | -0.23 | 1 | -0.044 | 10%[20 µM] | -3.4%
COc1ccc(OCC(=O)NC(=S)Nc2ccc(S(=O)(=O)Nc3cc(C)on3)cc2)cc1 | 8% | -0.1% | -9% | x | 10% | x | x | x | x | x | -10% | 3.2%
O=C(O)CCC(=O)Nc1ccc2c(c1)oc1ccccc12 | 9% | -0.1% | -20% | 23% | 22% | 5% | -0.28 | -0.26 | -0.33 | 0.92 | -18% | 2.6%
O=C(CSCc1cnn(-c2ccccc2)c1-n1cccc1)NCc1cccs1 | 4% | -0.1% | 4% | -2% | -2% | 9% | 0.72 | 0.12 | 0.8 | -0.96 | 24% | 1.6%
COC(=O)Cc1ccc(NC(=S)NCCO)cc1 | -14% | -0.3% | -4% | 2% | -7% | 6% | -0.55 | -0.23 | -0.37 | 1.4 | -14% | 1.4%
CCOC(=O)c1cccc(NC(=O)CSc2nnc(C)n2CC2CCCO2)c1 (centres undefined) | 11% | -0.2% | -27% | x | -5% | x | x | x | x | x | 7% | 0.1%
O=S(=O)(c1ccccc1)c1cnc(-c2ccccc2)nc1N1CCCC1 | 8% | -0.3% | -26% | -5% | 3% | 3% | -0.048 | -0.3 | 0.11 | 0.48 | 10% | -3.6%
Oc1ccc(Nc2nc(Cl)nc(NCc3ccco3)n2)cc1 | -12% | 1.2% | -18% | -4% | 4% | 6% | 0.27 | -0.28 | -0.047 | -0.5 | 4% | 4.4%
COC(=O)c1cn(-c2ccccc2)nc1-c1cccnc1 | 0% | 0.3% | -7% | -14% | 8% | -17% | 1.3 | -0.17 | 1.1 | -0.32 | 19% | -4.6%
O=C(Nc1ccccc1NS(=O)(=O)c1ccc(F)cc1)C1CCC1 | 15% | -0.7% | -27% | 7% | 14% | 1% | 2.3 | -0.21 | 1.5 | -2.8 | 3% | -2.2%
COc1ccc(S(=O)(=O)N2CCOCC2)cc1NC(=O)COC(=O)C1COc2ccccc2O1 (centres undefined) | 10% | 0.5% | -29% | 7% | -1% | -2% | 0.93 | -0.073 | 1.4 | -2 | -17% | 1.4%
C/C(=N\NC(=O)c1nnn(-c2nonc2N)c1-c1ccccc1)c1cccnc1 | 11% | -0.1% | -16% | x | 6% | x | x | x | x | x | 0% | 1.0%
Brc1ccccc1-n1nnc(-c2ccnc3ccccc23)n1 | -43% | 0.3% | 17% | -1% | 8% | 2% | 0.3 | -0.23 | 0.5 | -0.96 | -28% | -0.5%

Sorted by molar mass (smallest number first): some entries from above.
SMILES | NOD2 inhibition | GPR55 activation | NOD1 inhibition | P. falciparum M17LAP | AID2073 | M1AAP inhibition | Dynein transport | Dynein transport cytoplasmic EGFP | Dynein transport nuclear GR-EGFP | Dynein transport cell count | KOR beta-arrestin-1 | KOR beta-arrestin-2
O=C(O)CCC(=O)Nc1ccc2c(c1)oc1ccccc12 | 9% | -0.1% | -20% | 23% | 22% | 5% | -0.28 | -0.26 | -0.33 | 0.92 | -18% | 2.6%
CCOC(=O)NC(Nc1cc(C)on1)(C(F)(F)F)C(F)(F)F | -5% | -0.2% | -18% | -4% | 3% | -1% | -0.12 | -0.2 | 0.32 | -0.23 | -16% | 11%
COC(=O)c1ccc(NC(=O)Nc2ccc3c(c2)nc(C)n3C)cc1 | 0% | 0.2% | -55% | -3% | -6% | 2% | -0.017 | -0.19 | -0.13 | -0.27 | -4% | -3.8%

In the list so far, 8 have a halogen:
SMILES | NOD2 inhibition | GPR55 activation | NOD1 inhibition | P. falciparum M17LAP | AID2073 | M1AAP inhibition | Dynein transport | Dynein transport cytoplasmic EGFP | Dynein transport nuclear GR-EGFP | Dynein transport cell count | KOR beta-arrestin-1 | KOR beta-arrestin-2
CCN1CCN(C(C(=O)NC2CCCCC2)c2ccc(Cl)cc2)CC1 (centres undefined) | -15% | -0.1% | 10% | -5% | 10% | 6% | 2.2 | -0.22 | 0.78 | -0.96 | -8% | -3.6%
Cc1ccc(NC(=O)CSc2nc3ncc(Cl)cc3[nH]2)c(C)c1 | 17% | 1.3% | -7% | x | 12% | x | x | x | x | x | -30% | 0.9%
O=C(COc1ccc(Cl)cc1)Nc1ccc2oc(=O)ccc2c1 | -6% | 0.7% | -22% | x | 14% | x | x | x | x | x | -17% | 2.7%
CCOC(=O)NC(Nc1cc(C)on1)(C(F)(F)F)C(F)(F)F | -5% | -0.2% | -18% | -4% | 3% | -1% | -0.12 | -0.2 | 0.32 | -0.23 | -16% | 11%
CN(C(=O)CSc1nncn1C)C1CCCN(Cc2ccccc2F)C1 (centres undefined) | -5% | -0.1% | -19% | x | 8% | x | x | x | x | x | 30% | -3.9%
Oc1ccc(Nc2nc(Cl)nc(NCc3ccco3)n2)cc1 | -12% | 1.2% | -18% | -4% | 4% | 6% | 0.27 | -0.28 | -0.047 | -0.5 | 4% | 4.4%
O=C(Nc1ccccc1NS(=O)(=O)c1ccc(F)cc1)C1CCC1 | 15% | -0.7% | -27% | 7% | 14% | 1% | 2.3 | -0.21 | 1.5 | -2.8 | 3% | -2.2%
Brc1ccccc1-n1nnc(-c2ccnc3ccccc23)n1 | -43% | 0.3% | 17% | -1% | 8% | 2% | 0.3 | -0.23 | 0.5 | -0.96 | -28% | -0.5%
